# S1P1 ag pot – S1P1 agonists and agonism potentiators, primary screen, cell-based, primary and confirmation screens, CRE-bla reporter. 56,000 compounds, 0.57% hits. AID 449, 2006. Sphingosine 1-phosphate receptor 1 (Homo sapiens), P21453. activation, % at 9.5 µM. S1P1 CRE-bla cells, forskolin, beta-lactamase FRET, potentiator mode; S1P1 agonist co-added at EC20, 2 nM; 100% = saturating reference agonist, 0% = basal;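 active = activation above a cutoff set at the mean activation of all tested compounds plus 3 SD, cut at about 54% in these data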;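 note: forskolin at 4 µM as EC80 and the EC20 agonist is SEW2871; 100% = SEW2871 at its EC100 plus forskolin at EC80; some compounds past the cut are filed as inactive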
# Target sequence (P21453 whole entry, looked up): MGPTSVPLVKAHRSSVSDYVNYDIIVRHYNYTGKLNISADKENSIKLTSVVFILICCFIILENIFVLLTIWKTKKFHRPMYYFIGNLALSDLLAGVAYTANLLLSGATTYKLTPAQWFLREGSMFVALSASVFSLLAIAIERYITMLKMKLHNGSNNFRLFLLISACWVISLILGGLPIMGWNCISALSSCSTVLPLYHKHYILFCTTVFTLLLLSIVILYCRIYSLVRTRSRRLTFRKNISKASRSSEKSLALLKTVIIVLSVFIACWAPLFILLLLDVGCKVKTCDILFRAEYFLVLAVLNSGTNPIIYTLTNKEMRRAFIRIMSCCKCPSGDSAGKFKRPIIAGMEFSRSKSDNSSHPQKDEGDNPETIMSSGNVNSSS
# S1P3 agonist – human S1P3 receptor agonists, primary screen, cell-based, primary and confirmation, NFAT-BLA reporter; Sphingosine 1-phosphate receptor 3 (Homo sapiens), Q99500; S1P3 NFAT-BLA reporter cells, agonism, FRET ratio; relative to 1 µM S1P, basal subtracted; activation, % at 4.5 µM; 60,000 compounds, 0.1% hits; AID 373, 2006;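 active = activation above the screen-wide mean plus 3 SD, cut at about 4.5% in these data, passing the limit was not always enough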; note: some compounds called inactive have numbers as strong as hits
#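 Measure – % activation relative to 1 µM S1P (100%), per plate · System – stable CHO line with human S1P3, Gα16, NFAT-BLA reporter · Timing – cells plated overnight, compound 4 h 37 °C, substrate 2 h RT · Technique – fluorescent BLA substrate, ex 405 nm, em 460/535 nm ratio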
# TNAP act DEA – human TNAP enzyme activators, primary screen, biochemical, luminescent, intermediate phosphate acceptor level | Alkaline phosphatase, tissue-nonspecific isozyme (Homo sapiens), P05186 | purified TNAP, CDP-star luminescence, 100 mM DEA, 30 min; hits give high values; scale: 0 levamisole-inhibited, 1 vehicle-only enzyme | activation factor at 20 µM | 64,000 tested, under 10 active | AID 813, 2007;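 active = activation factor of at least 2 at 20 µM, relative to controls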
# HEK293 NFkB inh – inhibitors of PMA/ionomycin-induced NF-kB reporter, primary screen, antigen receptor NF-kB inhibitor project, cell-based, HEK-293 luciferase reporter, luminescence; inhibition, % at 3 µM; AID 465, 2006; HEK-293 NF-kB luciferase reporter; 62,000 compounds, 0.21% hits;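 active = inhibition above the mean of all tested compounds plus 3 SD, cut at about 40% in these data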;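 note: 0% = stimulated DMSO wells and 100% = 10 µM reference inhibitor 5653914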
#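 Material: HEK-293 cells with stable firefly luciferase reporter driven by four HIV NF-kB elements / Also added: PMA plus ionomycin mix as NF-kB-activating stimulus / Compound dosing: 3 µM once, 0.30% DMSO / Times: 1 h pretreatment, 16 h stimulation, 37 °C / Signal: luminescence / Evaluation: per-plate % inhibition versus controls / Benchmarks: DMSO and 10 µM reference inhibitor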
# M1 ag – M1 muscarinic receptor agonists, primary screen, CHO-M1 cells, Fluo-4 calcium, agonist mode; Muscarinic acetylcholine receptor M1; Fluo-4 calcium fluorescence; hits give high values; B-score at 10 µM; 64,000 compounds, 3% hits;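 active = fluorescence rise, raw or as B-score row- and column-corrected plate score, outside the 99.7% band of its plate's samples, either direction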
# Jurkat viability – cytotoxicity toward Jurkat T cells, primary screen, cytotoxicity control, cell-based, Jurkat E6.1, 60K MLSMR library. Jurkat E6.1 viability, ATP luminescence, 48 h. inhibition, % at 4 µM. 56,000 compounds, 1.2% hits. AID 463, 2006;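 active = inhibition above the mean inhibition of all tested compounds plus 3 SD, cut at about 28% in these data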
# D1 mod – D1 CRE-luciferase signal change, two-sided – cell-based, HEK293 D1, dopamine EC30, D1 allosteric modulator project, primary screen | B-score at 10 µM | dopamine EC30 potentiation; actives deviate in either direction | 58,000 compounds, 5.9% hits | D(1A) dopamine receptor (Homo sapiens), P21728;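 active = luminescence count or its row- and column-corrected plate score outside the 99.7% band of the plate's sample wells, on either side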
# M1 antag – antagonists of rat M1 muscarinic receptor. CHO-M1 cells, Fluo-4 calcium, ACh EC80 antagonist mode; hits give low values. B-score at 10 µM. 64,000 compounds, 3.4% hits;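 active = calcium fluorescence response, raw or row-and-column corrected B-score, differing from the plate sample mean either way at a set confidence level, mostly lower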
# Target sequence (P08482 whole entry, looked up): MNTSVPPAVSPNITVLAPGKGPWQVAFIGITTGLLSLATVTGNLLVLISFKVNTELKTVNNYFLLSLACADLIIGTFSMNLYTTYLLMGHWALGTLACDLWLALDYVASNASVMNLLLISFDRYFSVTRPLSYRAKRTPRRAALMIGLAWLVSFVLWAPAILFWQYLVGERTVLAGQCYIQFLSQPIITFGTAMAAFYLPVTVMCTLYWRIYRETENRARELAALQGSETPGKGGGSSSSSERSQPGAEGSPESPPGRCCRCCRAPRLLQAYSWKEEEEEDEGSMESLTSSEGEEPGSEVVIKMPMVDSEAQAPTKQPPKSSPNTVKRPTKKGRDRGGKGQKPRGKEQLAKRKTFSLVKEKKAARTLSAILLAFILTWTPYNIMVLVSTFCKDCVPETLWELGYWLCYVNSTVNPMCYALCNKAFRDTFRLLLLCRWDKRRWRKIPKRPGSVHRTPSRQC
# Ec RNAP inh – E. coli RNAP inhibitors, biochemical | 62,000 compounds, 0.2% hits | E. coli RNA polymerase, fluorescence transcription assay | DNA-directed RNA polymerase subunit beta (Escherichia coli (strain K12)), P0A8V2 | inhibition, %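 (tested at 10 µM)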; in the data active = inhibition above about 20%;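 note: 0% = enzyme without compound and 100% = no enzyme blank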
# An asterisk follows results filed as active; . = not tested or not shown.
SMILES,S1P1 ag pot,S1P3 agonist,TNAP act DEA,HEK293 NFkB inh,M1 ag,Jurkat viability,D1 mod,M1 antag,Ec RNAP inh
Cn1c(=N)n(CC(=O)C(C)(C)C)c2ccccc21,-8,-0.6,1,8,1.2,3,0.025,0.36,-1
CCc1nc(SCC(=O)Nc2ccccc2C(=O)OC)n[nH]1,-16,0.1,0.9,-1,0.11,-2,0.61,-0.13,.
COc1cccc(-c2nnc3n2N=C(c2cc(OC)ccc2OC)CS3)c1,.,.,0.9,17,-0.076,.,.,-1.5,9
CCN1CCCC1Cn1cnc2c([nH]c3cccc(Cl)c32)c1=O (configuration not stated),2,0.2,0.9,13,0.6,-7,0.05,-0.46,11
Cc1ccc2nc(CCc3nc4ccc(C)cc4o3)oc2c1,23,-0.1,0.9,6,-0.15,-3,-0.18,0.04,6
CCOc1ccc2[nH]c(=O)c(=O)[nH]c2c1,11,-0.7,0.9,10,-1.1,0,0.0065,-0.1,6
Cc1ccc2nc(-c3cccnc3)oc2c1,2,-1.2,0.9,-45,0.26,-2,-0.89,0.24,4
CSc1ccc(CN2CCC(O)CC2)cc1,.,.,1,.,0.057,.,0.0014,0.38,1
O=C(Cc1ccc(F)cc1)N(c1ccccc1)C1C=CS(=O)(=O)C1 (configuration not stated),-4,-0.1,0.9,0,-0.024,-2,.,0.13,11
C=CCn1c(SCC(=O)N2CCN(C(=O)c3ccco3)CC2)nc2sc(CC)cc2c1=O,-1,-1.0,0.9,-3,4.6,-1,.,-1.1,-5

# Quoted from the listing:
# TNAP act DEA with Cc1ccc2nc(CCc3nc4ccc(C)cc4o3)oc2c1 reads 0.9
# D1 mod with CCN1CCCC1Cn1cnc2c([nH]c3cccc(Cl)c32)c1=O (configuration not stated) reads 0.05

# Next section.
SMILES,S1P1 ag pot,S1P3 agonist,TNAP act DEA,HEK293 NFkB inh,M1 ag,Jurkat viability,D1 mod,M1 antag,Ec RNAP inh
CCOC(=O)N1CCC2(CC1)CC(=O)c1cc(O)ccc1O2,-9,-0.6,0.9,20,-0.15,-4,.,-0.58,1
COc1ccc2c(=O)cc(C(F)(F)C(F)(F)F)oc2c1,-13,-1.3,0.9,1,-0.003,2,1.4,0.016,11
Cn1c(=N)c(S(=O)(=O)c2ccc(Cl)cc2)cc2c(=O)n3ccccc3nc21,-2,0.2,0.8,12,-0.61,2,4.8*,0.7,10
COc1ccc(CNC2CCCCC2C)c(OC)c1 (configuration not stated),.,-0.5,1,-1,0.34,13,-0.14,-1.6,7
CC(C)NC(=O)CCCc1ccccc1,-2,0.6,0.9,2,.,-3,-0.23,.,8
CCCCOc1ccccc1/C=c1/sc2nc(-c3oc4ccccc4c3C)nn2c1=O,-1,-3.0,0.9,.,-0.33,.,-0.077,0.078,11
CCN1CCN(C(c2cccs2)C(C)NC(=O)c2ccccc2F)CC1 (configuration not stated),-4,0.1,1,3,0.45,-2,-0.11,-1.1,-6
N/C(=N\O)c1ccc(NC(=O)c2ccc(Br)o2)cc1,-11,-0.9,1,3,-0.0062,13,-1.2,0.18,2
COc1ccc(C)cc1NC(=O)c1nnn(Cc2cc(C)ccc2C)c1N,14,-2.2,0.9,-10,1.6,-3,0.58,0.88,-3
CCCC(=O)Nc1nc(C(=O)OCC)cs1,-6,-1.8,1,3,0.17,-2,0.02,-0.035,.

# Another view of part of the listing above:
# Values run as follows: S1P1 ag pot, S1P3 agonist, TNAP act DEA, HEK293 NFkB inh, M1 ag, Jurkat viability, D1 mod, M1 antag, Ec RNAP inh
N/C(=N\O)c1ccc(NC(=O)c2ccc(Br)o2)cc1
  -11, -0.9, 1, 3, -0.0062, 13, -1.2, 0.18, 2
COc1ccc(C)cc1NC(=O)c1nnn(Cc2cc(C)ccc2C)c1N
  14, -2.2, 0.9, -10, 1.6, -3, 0.58, 0.88, -3

# (cont.)
SMILES,S1P1 ag pot,S1P3 agonist,TNAP act DEA,HEK293 NFkB inh,M1 ag,Jurkat viability,D1 mod,M1 antag,Ec RNAP inh
CC1(C)Cc2noc(N)c2C(C)(C)N1OC(=O)c1ccccc1,-4,-0.8,0.9,24,-0.55,7,0.0014,0.045,8
O=C(O)COc1ccc2occ(C(=O)c3ccccc3)c2c1,-10,-0.5,0.9,10,-0.15,-3,-0.15,-0.15,6
O=S(=O)(c1cccs1)N1CCN(C/C=C/c2ccccc2)CC1,-11,-0.2,0.8,-1,-0.89,0,0.98,0.45,9
CCCCCn1c(CN2CCCCC2CC)nc2c1c(=O)n(C)c(=O)n2C (configuration not stated),-6,-0.5,0.9,15,0.46,4,0.58,-0.72,6
c1ccc(Cn2c(-c3ccco3)nc3nc4ccccc4nc32)cc1,-2,1.8,0.8,-27,3.7*,1,3.5*,-0.53,-7
COCCSc1ccccc1C(=O)NCCCn1ccnc1,-7,-0.3,0.9,16,-0.42,3,0.65,0.48,-1
O=C(O)CCNS(=O)(=O)c1ccc2c(c1)Cc1ccccc1-2,-24,-0.6,0.9,6,-0.44,-3,0.037,-0.058,6
CCOC(=O)C1CCN(C(=O)C2CCN(S(=O)(=O)CC)CC2)CC1,-3,-0.4,0.9,7,-0.39,1,-0.0032,-0.17,-2
CN(C)/C=C1/Sc2ccccc2C1=O,.,.,0.9,8,0.64,.,.,-0.38,4
O=C(c1ccccc1-c1nc(-c2ccc(F)cc2)no1)N1CCCC1,19,-0.9,1,18,1,7,-0.066,-0.39,-2
Fc1ccc(Cn2nnnc2C(c2cccs2)N2CCCCCC2)cc1 (configuration not stated),16,-1.1,0.9,9,-0.28,4,0.3,-0.71,.
COc1ccc(CCNC(=O)CCNS(=O)(=O)c2ccc3c(c2)CCN3C(C)=O)cc1OC,-4,-0.6,0.9,-4,0.43,0,0.62,0.45,1
CCNC(=O)c1c(O)c2ccccc2[nH]c1=O,-19,-0.2,1,5,-0.049,4,11*,-0.47,10
Cc1cc(C)c2cc(CN(CCO)Cc3nnnn3Cc3ccccc3)c(=O)[nH]c2c1,9,-0.1,1,16,-0.23,0,1.3,-0.62,8
Cc1cc(C)n(-c2ncnc3sc(C)c(C)c23)n1,6,-0.2,0.9,.,5*,.,.,1.8,9
O=C(O)Cn1c(SCCOc2ccccc2)nc2ccccc21,5,-0.4,0.9,13,-0.017,0,0.21,-0.16,2
N#Cc1nc(-c2cccs2)oc1NCCc1ccccc1,2,-3.7,0.8,.,0.044,.,12*,-0.3,-5
O=c1cc(Cn2nnc(-c3ccc(Cl)cc3)n2)nc2sccn12,-24,-0.5,0.8,-4,-1.4,8,1.3,-0.77,3
COc1cccc(NC(=O)CN(C)S(=O)(=O)c2ccc(C)cc2)c1,.,-1.2,0.9,10,-1.3,2,-0.88,0.49,4
CCOc1ccc(N2C(=O)CSC23CCCCC3)cc1,14,-0.1,1,10,0.052,2,-0.1,-0.43,5

# Among those listed so far, 3 have a Cl atom:
SMILES,S1P1 ag pot,S1P3 agonist,TNAP act DEA,HEK293 NFkB inh,M1 ag,Jurkat viability,D1 mod,M1 antag,Ec RNAP inh
CCN1CCCC1Cn1cnc2c([nH]c3cccc(Cl)c32)c1=O (configuration not stated),2,0.2,0.9,13,0.6,-7,0.05,-0.46,11
Cn1c(=N)c(S(=O)(=O)c2ccc(Cl)cc2)cc2c(=O)n3ccccc3nc21,-2,0.2,0.8,12,-0.61,2,4.8*,0.7,10
O=c1cc(Cn2nnc(-c3ccc(Cl)cc3)n2)nc2sccn12,-24,-0.5,0.8,-4,-1.4,8,1.3,-0.77,3

# More records:
SMILES,S1P1 ag pot,S1P3 agonist,TNAP act DEA,HEK293 NFkB inh,M1 ag,Jurkat viability,D1 mod,M1 antag,Ec RNAP inh
CC(=O)N1C=CN(C(C)=O)C(c2cn(C)c3ccccc23)C1c1cn(C)c2ccccc12 (configuration not stated),69*,-1.8,0.9,20,-0.82,4,0.17,-0.7,.
Cc1cc(C(=O)COC(=O)c2cccs2)c(C)n1-c1c(C)n(C)n(-c2ccccc2)c1=O,2,-1.4,1,20,0.49,-3,-1.5,-1.3,8
N#CC1=C2SCN(c3ccccc3)CN2C(=O)CC1c1cccs1 (configuration not stated),-20,0.1,0.9,-6,-0.11,-3,-0.006,-3.6*,8
Cc1cc2c(=O)n(Cc3ccco3)c(SCC(=O)N3CCCc4ccccc43)nc2s1,15,-0.1,0.9,13,-0.043,0,-0.22,-0.57,10
Cc1cc(-c2ccccc2)c(C#N)c(SCC(N)=O)n1,-6,-1.4,1,1,0.011,-1,5*,0.96,-3
COc1ccc(CN2C(=O)CCC2(C)C(=O)NCc2cccnc2)c(OC)c1 (configuration not stated),6,0.2,1,13,-0.051,2,-0.37,0.47,-1
CC1CCCCC1NC(=O)CSc1nnc(COc2ccccc2Cl)o1 (configuration not stated),-9,0.5,1,14,0.43,-2,0.27,0.83,3
O=C(Nc1ccccc1)Nc1ccccc1C(=O)NCc1ccco1,.,-0.3,0.9,11,0.66,11,1.8,-0.33,1
NS(=O)(=O)c1cc2c(cc1Cl)NC(CSCc1ccccc1)=NS2(=O)=O,-9,-3.6,0.9,.,-0.64,.,1.1,0.37,11
CCOC(=O)N1CCN(c2cc3[nH]c(=S)[nH]c3cc2F)CC1,.,0.6,1.2,16,-0.14,-8,-0.27,0.57,11
O=C(COc1ccc2c(c1)C(=O)CC1(CCCCC1)O2)NCc1ccccn1,-7,0.4,0.9,9,-1.5,-1,-0.41,-0.45,-11
CCC(C)NC(=O)c1cnn2c(C)c3c(nc12)CCCC3 (configuration not stated),.,.,0.7,17,0.36,.,7*,-0.085,2
O=C1CC(c2ccco2)CC(O)=C1C=Nc1cc(Cl)ccc1O (configuration not stated),-6,-4.5,0.9,.,4.2,.,.,0.62,4
CC(C)n1c(-c2cccnc2)nc2cnccc21,18,-0.8,0.9,10,1.1,-1,0.53,0.0044,7
Cc1nc(C)c(C(=O)C2=C(O)C(=O)N(CCN3CCOCC3)C2c2cccs2)s1 (configuration not stated),5,-1.1,0.9,3,0.46,-3,0.8,0.65,13
Cc1cc2ncn(C(=O)c3c(-c4ccccc4Cl)noc3C)c2cc1C,11,0.3,0.9,-1,-1.3,1,0.69,-5.5*,3
CCN1C(=O)C(O)(CC(=O)c2ccc(-n3cccc3)cc2)c2ccccc21 (configuration not stated),-7,0.8,0.9,3,-0.32,1,-0.01,0.02,3
O=C(Cn1nnc(-c2ccc(Cl)cc2)n1)NCCC1=CCCCC1,-33,-0.2,1,11,-0.98,5,1.2,-0.82,6
COc1ccc(-n2c(=O)cc(N3CCOCC3)[nH]c2=O)cc1,-4,-1.2,0.9,16,-1,-5,-0.6,0.42,-3
CCN(CC)S(=O)(=O)c1ccc(S(=O)(=O)N(Cc2ccccn2)Cc2ccco2)cc1,27,0.0,0.9,10,-1.9,7,1,-0.72,0

# Compound activity from PubChem BioAssay.
